MPTP inh: mitochondrial permeability transition pore inhibitors, primary screen, biochemical, isolated mouse mitochondria, absorbance. Ca2+ swelling absorbance, 30 min. inhibition, % at 10 µM. hit rate 1.4% among 360,000;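 active = inhibition of 50% or more, scaled per plate between neutral and stimulator controls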;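 also: 0% = DMSO wells given calcium and 100% = 1 mM EGTA wells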
mIAP activ: activators of mouse IAP, primary screen, biochemical, luminescence, uHTS | intestinal alkaline phosphatase [Mus musculus] | muIAP, CDP-Star luminescence, 30 min; stronger effect = higher value; 1 = vehicle-only enzyme signal, 0 = enzyme-free wells | activation factor at 10 µM | hit rate 0.24% among 330,000 | AID 2805, 2010;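 active = activation factor of at least 2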; also: the source names both 10 and 20 µM as test concentration; values of inactives mirror those of a sister screen read the other way
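Assay system: mouse IAP enzyme; reagent: chemiluminescent substrate CDP-Star; dosing: test compounds delivered from DMSO solution; schedule: 30 min at room temperature; measured by: luminescence from enzymatic CDP-Star hydrolysis; controls: DMSO-only wells and no-enzyme negative control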
MIN6 prolif: inducers of MIN6 beta-cell proliferation, primary screen, ATP luminescence, uHTS. MIN6 cells proliferation, ATPlite luminescence, 48 h; cells starved in 0.2% serum; 100% = growth in 10% serum. proliferation, % at 10 µM. hit rate 0.29% among 330,000;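 active = compounds whose signal lies at least 3.5 SD above the mean of all wells on their plate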;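 also: 0% = DMSO-treated cells in low-serum medium and 100% = 10% serum control; some compounds called inactive have numbers as strong as hits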
A3A deaminase: APOBEC3A ssDNA deaminase inhibitors, primary screen, selectivity assay for APOBEC3G inhibitor project, biochemical, FAM/TAMRA oligo cleavage fluorescence; recombinant A3A, FAM/TAMRA ssDNA deamination fluorescence; inhibition, % at 20 µM; hit rate 0.41% among 330,000;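 active = at least 40% inhibition at 20 µM here, with at most 30% in a related deaminase screen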;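 also: plate controls were A3A with DMSO for no effect and wells lacking A3A enzyme for full effect; some results filed as inactive read as strong as hits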
Target sequence (P31941 whole entry, looked up): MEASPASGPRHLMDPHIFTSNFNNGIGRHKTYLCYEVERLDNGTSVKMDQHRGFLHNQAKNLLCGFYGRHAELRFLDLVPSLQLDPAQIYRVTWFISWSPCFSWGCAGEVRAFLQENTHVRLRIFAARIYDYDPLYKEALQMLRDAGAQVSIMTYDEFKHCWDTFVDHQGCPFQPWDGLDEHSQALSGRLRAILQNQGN
hIAP inh: human IAP inhibitors, primary screen, biochemical, luminescence, uHTS; purified IAP, CDP-Star luminescence, 30 min; hit rate 0.12% among 330,000; inhibition, % at 10 µM; Intestinal-type alkaline phosphatase (Homo sapiens), P09923; AID 2544, 2010;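 active = inhibition reaching a set limit with compound at 10 µM in the primary screen, cut at about 35% in these data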;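 also: plate controls were DMSO wells with enzyme for no effect and no-enzyme buffer wells for full effect; values of inactives mirror those of a sister screen read the other way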
Target sequence (P09923 whole entry, looked up): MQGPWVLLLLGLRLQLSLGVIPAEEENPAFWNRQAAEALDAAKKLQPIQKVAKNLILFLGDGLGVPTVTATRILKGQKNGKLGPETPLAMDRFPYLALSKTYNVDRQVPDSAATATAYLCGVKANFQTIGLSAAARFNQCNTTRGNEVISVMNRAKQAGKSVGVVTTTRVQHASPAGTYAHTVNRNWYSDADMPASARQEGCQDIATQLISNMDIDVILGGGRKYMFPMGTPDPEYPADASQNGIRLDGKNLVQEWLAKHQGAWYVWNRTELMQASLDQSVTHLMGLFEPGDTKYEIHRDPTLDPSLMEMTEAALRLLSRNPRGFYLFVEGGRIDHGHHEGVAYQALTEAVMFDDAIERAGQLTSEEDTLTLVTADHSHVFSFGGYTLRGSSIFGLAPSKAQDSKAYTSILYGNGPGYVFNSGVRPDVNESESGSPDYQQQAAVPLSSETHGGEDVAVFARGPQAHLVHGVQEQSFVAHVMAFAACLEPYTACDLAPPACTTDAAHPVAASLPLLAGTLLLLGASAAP
GRIN3A LBD mod: binders of NR3A ligand-binding domain, primary screen, biophysical, differential scanning fluorimetry, uHTS | Glutamate receptor ionotropic, NMDA 3A (GRIN3A) ligand-binding domain | NR3A LBD differential scanning fluorimetry, Tm shift; 0% = protein alone, 100% = glycine-bound protein | Tm shift relative to glycine control, % at 25 µM | hit rate 2.5% among 340,000;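 active = melting temperature shift of at least 10% of the positive control shift, at one fixed dose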
APOBEC3G inh: APOBEC3G DNA deaminase inhibitors, primary screen, biochemical, fluorescence, single-stranded DNA substrate, uHTS; DNA dC->dU-editing enzyme APOBEC-3G (Homo sapiens), Q9HC16; recombinant A3G, ssDNA deamination FAM/TAMRA fluorescence; inhibition, % at 20 µM; hit rate 0.28% among 330,000;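 active = inhibition of at least 40% at 20 µM, with no more than 30% in the related APOBEC3A deaminase screen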;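 also: plate controls were DMSO wells with A3G for no effect and wells lacking A3G enzyme for full effect; some compounds called inactive have numbers as strong as hits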
Target sequence (Q9HC16 whole entry, looked up): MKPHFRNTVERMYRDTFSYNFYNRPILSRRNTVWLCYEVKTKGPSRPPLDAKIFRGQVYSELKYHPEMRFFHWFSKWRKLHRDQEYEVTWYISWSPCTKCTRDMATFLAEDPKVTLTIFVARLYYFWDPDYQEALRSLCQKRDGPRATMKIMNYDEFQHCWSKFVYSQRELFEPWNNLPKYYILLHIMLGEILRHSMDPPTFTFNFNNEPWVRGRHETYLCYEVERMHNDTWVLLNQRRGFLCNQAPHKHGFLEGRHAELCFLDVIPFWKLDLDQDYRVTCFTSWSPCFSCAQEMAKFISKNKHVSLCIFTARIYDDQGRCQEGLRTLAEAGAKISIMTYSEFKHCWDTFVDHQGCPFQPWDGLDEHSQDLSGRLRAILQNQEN
hIAP activ: human IAP activators, primary screen, biochemical, luminescence, uHTS; hit rate 0.16% among 330,000; activation factor at 10 µM; AID 2524, 2010; purified human IAP, CDP-Star luminescence, 30 min; stronger effect = higher value; 1 = vehicle-only enzyme, 0 = enzyme-free background; Intestinal-type alkaline phosphatase (Homo sapiens), P09923;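 active = activation factor of the enzyme at least 2-fold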; also: the source names both 10 and 20 µM as test concentration; values of inactives mirror those of a sister screen read the other way
mIAP block: inhibitors of mouse IAP, primary screen, biochemical, luminescence, uHTS | purified mouse IAP, CDP-Star luminescence, 30 min | inhibition, % at 10 µM | hit rate 0.2% among 330,000 | intestinal alkaline phosphatase [Mus musculus] | AID 2806, 2010;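 active = inhibition of at least 40% at 10 µM in the primary screen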;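 also: plate controls were DMSO with enzyme for no effect and no enzyme wells for full effect; values of inactives mirror those of a sister screen read the other way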
The depositor's hits bear a star; nt = no result given. Random draw from the library. About 5% of those tested had a hit in this group.

Every second line gives: APOBEC3G inh	hIAP inh	mIAP block	A3A deaminase	MPTP inh	hIAP activ	mIAP activ	MIN6 prolif	GRIN3A LBD mod
#1 CCNC(=S)NNC(=O)c1cccn(Cc2ccc(Cl)cc2)c1=O
  -6	-70	15	-3	0.1	1.7	0.85	-1	-3
#2 COc1ccc(C(=O)COC(=O)CN2C(=O)C3C4C=CC(C5CC45)C3C2=O)cc1 (centres undefined)
  -8	4	5	-3	0.6	0.96	0.95	0	-1
#3 O=C(O)C(C(=O)/C=C/c1ccco1)=C1SCCS1
  53	9	31	90	-0.6	0.91	0.69	0	1
#4 COc1cc(OC)cc(C(=O)NC(=S)Nc2nc(-c3cc4ccccc4o3)cs2)c1
  -2	-5	11	-1	3.2	1.1	0.89	-3	-1
#5 COc1ccc(CCNC(=O)CSc2nc(=O)n3cccc(C)c3n2)cc1OC
  4	0	-1	4	-0.6	1	1	-1	-1
#6 Cc1cccc2c1cnn2C(=O)Nc1cc(F)ccc1F
  -6	6	-5	-5	0.2	0.94	1	-1	1
#7 COc1ccc(Cl)cc1N(CC(=O)NC(C)(C)C)S(=O)(=O)c1ccc(C)c([N+](=O)[O-])c1
  -1	-10	-2	1	2.4	1.1	1	0	-10
#8 CC(=O)NC(c1cccs1)c1cc(F)c2cccnc2c1O (centres undefined)
  -6	-54	4	-4	-3.9	1.5	0.96	-7	2
#9 COc1ccc(C(CC(=O)c2ccccc2)CC(=O)c2ccccc2)cc1OC
  1	3	1	1	-1.1	0.97	0.99	0	-4
#10 Cc1ccc(CNC(=O)CC(C)S(=O)(=O)c2ccc3c(c2)NC(=O)C(C)S3)cc1 (centres undefined)
  1	12	-7	1	-1.8	0.88	1.1	-1	0
#11 CC(C)OC(=O)c1c(NC(=O)Cn2cnc([N+](=O)[O-])n2)sc2c1CCCC2
  2	-8	14	4	0.3	1.1	0.86	-1	-7
#12 O=C(CCS(=O)(=O)c1ccc(Br)s1)NC1CCCCCC1
  -3	-11	-3	3	0.9	1.1	1	-1	2
#13 COc1cc(C(=S)N2CCOCC2)ccc1OC(=O)c1ccccc1[N+](=O)[O-]
  -8	-21	-5	-5	-0.8	1.2	1	-1	-1
#14 COc1cc(CNc2ccccc2SC)cc(OC)c1OC
  -2	8	10	2	8.5	0.92	0.9	-2	1
#15 O/N=C/c1ccccc1OCc1ccccc1F
  1	16	-8	2	1.1	0.84	1.1	5	-1
#16 COc1ccccc1[C@@H]1C(c2cccc(C)c2)=NN(c2ccccc2)[C@H]1C(=O)N1CCOC1=O
  13	-2	4	4	1.7	1	0.96	-7	-4
#17 CN(Cc1cc(=O)[nH]c2ccccc12)C(=O)c1ccccc1
  -2	5	-8	3	-0.3	0.95	1.1	-2	0
#18 Cn1c(N)c(C(=O)COC(=O)Cc2cccc(C(F)(F)F)c2)c(=O)n(C)c1=O
  -5	-12	-11	0	-1.8	1.1	1.1	7	4
#19 O=C(O)CSc1nc2ccccc2n1-c1ccccc1
  -1	-5	-11	-5	0.3	1.1	1.1	-2	1
#20 CCSc1nc2c(c(=O)[nH]c(=O)n2C)n1C/C=C(/C)Cl
  -9	5	6	-6	-0.5	0.95	0.94	4	-1
#21 O=C(NNC(=O)c1ccc(O)cc1O)c1ccc(Cl)cc1
  -5	-5	36	-1	-0.8	1.1	0.64	4	-10
#22 CCOc1ccc(C(=O)COC(=O)CNC(=O)C2CCCCC2)cc1
  6	-2	-2	4	-0.2	1	1	0	5
#23 COc1ccc(C2CC(C)(c3ccc(OC)cc3OC)Nc3ccccc3N2)c(OC)c1 (centres undefined)
  -3	3	1	-1	-1.0	0.97	0.99	-6	1
#24 CCOC(=O)C(C(=O)OCC)C(=O)c1cc(OC)c(OC)c(OC)c1
  35	13	0	-4	-0.4	0.87	1	1	0
#25 CCOC(=O)C1=C(C)Nc2nnnn2C1c1cccnc1 (centres undefined)
  -3	13	5	-2	-1.0	0.87	0.95	-2	2
#26 COCCNC(=S)N(c1ccccc1)C(C)C
  -9	-1	10	2	0.5	1	0.9	1	0
#27 NC(=O)CC[C@@H]1NC(=O)[C@H](Cc2ccc(O)cc2)NC(=O)c2cc([N+](=O)[O-])cc(F)c2OCC[C@@H](C(N)=O)NC1=O
  -3	-8	1	1	7.8	1.1	0.99	-4	-4
#28 COc1ccc(Cl)cc1S(=O)(=O)n1cnc2ccccc21
  -6	-13	5	-20	-0.9	1.1	0.95	-1	2
#29 CCOC(=O)C1CCCN(C(=O)COc2ccc(N(C)S(=O)(=O)c3ccc(F)cc3)cc2)C1 (centres undefined)
  -3	2	-5	1	6.2	0.98	1.1	0	2
#30 CC(C)NC[C@H](O)COc1ccc(CC(N)=O)cc1
  -7	9	2	-1	nt	0.91	0.98	-1	1
#31 CCOC(=O)c1nc(N)c(=O)n(-c2ccc(C)cc2)n1
  -3	14	4	0	-0.5	0.86	0.95	2	2
#32 Cc1cc(C)cc(NC(=O)COC(=O)c2n[nH]c3ccccc23)c1
  14	-18	0	6	9.9	1.2	1	3	1
#33 COc1ccc(OC)c(C2Nc3c(Cl)ccc(C(=O)O)c3C3C=CCC32)c1 (centres undefined)
  3	9	9	6	-0.6	0.91	0.91	1	2
#34 O=C(NCc1cccnc1)C1CCCN(S(=O)(=O)c2ccccc2)C1 (centres undefined)
  -3	-3	-6	-4	-0.3	1	1.1	-2	-1
#35 O=C1S/C(=C\c2ccc(N3CCOCC3)o2)C(=O)N1c1ccccc1
  -4	-6	20	-1	2.3	1.1	0.8	0	-1
#36 Cc1cccc(C)c1OCCCn1ccnc1
  -4	-14	1	-1	-0.4	1.1	0.99	-1	3
#37 O=[N+]([O-])c1ccc(NCc2ccncc2)cc1
  -4	8	-2	10	-2.1	0.92	1	1	-3
#38 CCCc1nc2ccccc2c(C(=O)OC(C)C(=O)NCc2ccc3c(c2)OCO3)c1CC (centres undefined)
  -4	-18	-16	-6	2.2	1.2	1.2	-2	-7
#39 CCC(=O)Nc1nc(C)c(-c2csc(Nc3cccc(O)c3)n2)s1
  -8	-2	8	-3	0.6	1	0.92	-2	2
#40 CCOC(=O)c1cc(-c2cccs2)nc2onc(C)c12
  -6	8	-16	-6	5.1	0.93	1.2	1	-1
#41 CN1CCN(c2ccc(-c3cccc(NC(=O)COc4ccc(Cl)cc4)c3)nn2)CC1
  -9	-2	4	0	-0.3	1	0.96	-8	0
#42 Cc1cc(C(=O)N2CCOCC2)c(C)o1
  -6	14	-6	-3	-4.2	0.86	1.1	1	1
#43 CN(CCC#N)C(=O)COC(=O)c1ccc(Cl)c(S(N)(=O)=O)c1
  -4	-11	-2	-2	-0.6	1.1	1	-4	1
#44 Cc1ccc(S(=O)(=O)CCSc2ccc(C(F)(F)F)cn2)cc1
  -5	8	0	-4	1.9	0.92	1	-3	-2
#45 O=C(O)CCCC(=O)Nc1ccc(Cl)c(Cl)c1
  -7	-12	-7	-5	-2.3	1.1	1.1	-1	-4
#46 COCCN(C(=O)C1CCCC1)c1c(N)n(Cc2ccccc2)c(=O)[nH]c1=O
  -2	2	-8	3	0.6	0.98	1.1	-1	1
#47 COc1ccc(C(=O)N2CCc3cc(OC)c(OC)cc3C2c2ccc(OC)c(OC)c2)cc1 (centres undefined)
  -6	4	1	-2	-0.5	0.96	0.99	0	-5
#48 O=C(NCC1COc2ccccc2O1)c1ccc(Cl)cc1 (centres undefined)
  -5	20	-10	-5	6.8	0.8	1.1	2	1
#49 COc1ccc(Oc2c(-c3ccc(O)cc3O)n[nH]c2C)cc1
  0	-29	-9	-1	5.8	1.3	1.1	-3	10
#50 Cc1cccc(OC(=O)c2cccnc2)c1
  -4	-30	0	-5	1.0	1.3	1	-1	-1
#51 CCN(C1CCCCC1)S(=O)(=O)c1ccc(-n2cnnn2)c(C)c1
  -3	7	1	2	-0.8	0.93	0.99	-3	-2
#52 CN[C@H](CC(=O)O)C(=O)O
  -3	-14	-11	1	-1.6	1.1	1.1	-2	-2
#53 CCn1cc(C(=O)N[C@H](C)c2ccccc2)c(=O)c2cc(F)c(N3CCN(C)CC3)cc21
  -9	-9	5	-2	-0.2	1.1	0.95	-2	-1
#54 Cc1nccc(-c2cccc(N/N=C(\C#N)C(=O)c3ccccc3)c2)n1
  -3	5	2	1	34	0.95	0.98	-2	0
#55 CSc1nncc(/C(C)=N\Nc2ccccc2C)n1
  -4	1	11	-2	-5.1	0.99	0.89	-1	1
#56 CCOC(=O)c1cccc(NS(=O)(=O)c2ccc(NC(C)=O)cc2)c1
  1	-2	16	0	19	1	0.84	3	-4
#57 C/C(=N/NC(=O)CNC(=O)COc1cccc(C)c1)c1ccc(Cl)cc1
  -4	12	4	-1	-1.0	0.88	0.96	-2	-3
#58 O=C(CSC1=NCCS1)Nc1ccc(S(=O)(=O)NC2CCCCC2)cc1
  -5	5	13	0	-0.9	0.95	0.87	-2	0
#59 Cc1ccc(C(=O)N2CCN(S(=O)(=O)N3CCCCC3)CC2)cc1
  -5	0	0	-3	0.7	1	1	1	0
#60 COc1ccc(NC(=O)/C(C#N)=C/c2cc(C)n(-c3ccc(N4CCOCC4)c([N+](=O)[O-])c3)c2C)cc1
  -3	-5	7	-2	4.7	1	0.93	0	-6

Next part.
Every second line gives: APOBEC3G inh	hIAP inh	mIAP block	A3A deaminase	MPTP inh	hIAP activ	mIAP activ	MIN6 prolif	GRIN3A LBD mod
#61 Cc1cc(=O)oc2cc(NC(=O)CCOc3ccccc3)ccc12
  -2	-14	11	3	0.1	1.1	0.89	0	0
#62 O=C(NCc1ccco1)c1ccc(S(=O)(=O)N2CCCc3ccccc32)cc1
  1	2	12	3	2.3	0.98	0.89	-4	-31
#63 O=C(O)CCn1cc(C(=O)O)c(-c2ccccc2)n1
  0	-8	0	4	-0.3	1.1	1	2	2
#64 O=[N+]([O-])c1ccc(NC(=S)NCc2ccncc2)cc1
  -10	0	10	-3	28	1	0.9	-2	-2
#65 Cc1cccc(NC(=O)CSCC(=O)N(C)Cc2ccc(Cl)c(Cl)c2)c1
  -4	-17	-11	-1	-1.5	1.2	1.1	-3	-5
#66 COc1ccc(C2=NC(C)(C)Cc3cc(OC)c(OC)cc32)cc1
  2	4	-12	3	1.0	0.96	1.1	6	1
#67 CCN1C(=O)N[C@@H](CCc2ccccc2)[C@H](C(=O)OC)[C@H]1C
  -7	2	-1	-4	-1.0	0.98	1	1	0
#68 Cc1cc(C)n(C(=O)COc2ccccc2[N+](=O)[O-])n1
  -11	3	-1	0	0.5	0.97	1	0	2
#69 O=C1N[C@H](C(=O)O)CS1
  -5	-17	11	-6	nt	1.2	0.89	2	nt
#70 CN1C(=O)c2ccc(NC(=O)c3ccc(Cl)cc3Cl)cc2C1=O
  -3	32	0	-3	-0.8	0.68	1	1	0
#71 COCCNC(=O)COc1ccc(Nc2ccccc2)cc1
  -3	3	8	-3	0.7	0.97	0.92	-4	0

Screens deposited in PubChem by Sanford-Burnham Center for Chemical Genomics.
